Dyrk1A ADPGlo: inhibitors of rat Dyrk1A kinase. ADP-Glo luminescence, NFATc1 peptide. inhibition, % at 12.5 µM. actives 0.43% (n = 310,000). AID 504441; in the data active = inhibition above about 50%;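 also: plate controls were vehicle with enzyme for no effect and no enzyme for full effect; many of its hits are not listed in these tables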
PolyA inh: yeast polyadenylation inhibition | S. cerevisiae SKY197-pL101 polyadenylation reporter, beta-gal luminescence; efflux-impaired pdr1/pdr3 knockout yeast; score 100 = 6 SD above DMSO | calls only at 12 µM | actives 0.02% (n = 300,000);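 active = lowest replicate activity score at least 50, where 100 means six control SD above control mean; inconclusive = lowest score under 50 but half or more replicates reach 50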;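 also: yeast exposed to compound for 9 h at 30 °C; higher score means more reporter readthrough which indicates perturbed polyadenylation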
HSF1 inhib: HSF1 inhibition; activity change, negative = inhibition, % at 7.5 µM (by protocol); NIH3T3-HGL HSE-luciferase, MG132-induced, luminescence 8 h; active compounds read low; actives 0.77% (n = 300,000);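 active = more than half of replicate wells show activity change below -50%, luminescence cut by over half; inconclusive = some wells, but at most half, below -50%; inactive = no replicate well below -50%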;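 also: luciferase reports HSF-1 transcriptional activity via heat shock element; 0% = median of DMSO wells and -100% = zero luminescence signal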
HDAC3 inhib: inhibitors of human histone deacetylase 3. O15379. recombinant HDAC3, fluorogenic peptide/trypsin coupled, fluorescence. inhibition, % at 8.3 µM. actives 0.15% (n = 320,000). AID 2718; in the data active = inhibition above about 26%, passing the limit was not always enough; inconclusive = no clear call, values can overlap the other calls
Target sequence (O15379 whole entry, looked up): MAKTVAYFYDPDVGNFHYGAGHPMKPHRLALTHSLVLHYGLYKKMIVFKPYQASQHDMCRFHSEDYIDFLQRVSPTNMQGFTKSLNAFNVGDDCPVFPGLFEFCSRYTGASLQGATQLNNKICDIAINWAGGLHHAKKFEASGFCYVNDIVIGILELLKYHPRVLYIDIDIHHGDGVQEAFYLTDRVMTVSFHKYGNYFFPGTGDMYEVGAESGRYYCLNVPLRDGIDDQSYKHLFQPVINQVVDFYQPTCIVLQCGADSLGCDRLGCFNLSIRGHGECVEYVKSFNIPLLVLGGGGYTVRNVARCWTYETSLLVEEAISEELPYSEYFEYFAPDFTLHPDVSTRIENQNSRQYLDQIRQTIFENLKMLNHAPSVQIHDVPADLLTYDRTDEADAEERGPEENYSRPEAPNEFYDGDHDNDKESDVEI
AI-2 QS mod: Vibrio harveyi AI-2 quorum sensing modulation; Vibrio harveyi JMH597 AI-2 luminescence/OD600 ratio, 9 h; active compounds read low; strain lacks LuxN and CqsS sensors; 0 = neutral-control median; actives 0.4% (n = 300,000); activity change, % at 7.5 µM; AID 2094; in the data active = activity change below about -75%, passing the limit was not always enough; inconclusive = no clear call, values can overlap the other calls;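 also: luminescence divided by OD600 gain over 9 h not by final OD600 alone; inactives centre near 13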
HSP90 refold inh: blocks HSP90-mediated luciferase refolding in reticulocyte lysate; inhibition, % at 5.6 µM; actives 0.91% (n = 290,000); Rabbit reticulocyte lysate, luciferase refolding luminescence, 3 h; AID 1789;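 active = inhibition above the screen-wide mean plus 3 SD, computed separately per campaign, cut at about 16% in these data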;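 also: 0% = DMSO wells and 100% = 60 µM geldanamycin wells; inhibitors lower the luminescence because luciferase stays unfolded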
GSK3beta inhib: blocks human GSK3beta kinase activity; P49841; GST-GSK3beta kinase, ADP-Glo luminescence, 60 min; active compounds read low; activity score (negative = inhibition), % at 10 µM; actives 0.038% (n = 300,000); AID 2097;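 active = more than half of replicate wells score below -50%, meaning over 50% inhibition versus plate controls; inconclusive = some replicates but at most half score below -50%; inactive = no replicate scores below -50%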;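 also: 0% = median DMSO wells and -100% = median GW8510 positive control wells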
Target sequence (P49841 whole entry, looked up): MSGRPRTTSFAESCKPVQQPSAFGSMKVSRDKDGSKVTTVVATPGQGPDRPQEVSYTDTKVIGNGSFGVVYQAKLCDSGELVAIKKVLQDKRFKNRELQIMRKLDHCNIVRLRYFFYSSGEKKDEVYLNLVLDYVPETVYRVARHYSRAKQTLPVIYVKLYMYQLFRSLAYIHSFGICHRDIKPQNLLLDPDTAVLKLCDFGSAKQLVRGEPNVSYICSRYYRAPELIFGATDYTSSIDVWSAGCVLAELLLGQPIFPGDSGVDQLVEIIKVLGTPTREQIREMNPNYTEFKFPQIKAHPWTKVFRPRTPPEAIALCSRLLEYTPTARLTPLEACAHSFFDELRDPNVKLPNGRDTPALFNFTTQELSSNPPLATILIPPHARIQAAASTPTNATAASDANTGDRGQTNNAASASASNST
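Assay system: GST-tagged human GSK3beta kinase, cell-free; Input: 1.6 ng GSK3beta; Medium: Tris/MgCl2 kinase buffer; Timing: 60 min enzyme reaction, room temperature; Signal: ADP-Glo luminescence quantifying ADP generated by kinase; Evaluation: score relative to plate controls; Benchmarks: DMSO neutral wells and GW8510 at 20 µM as positive.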
GSK3 alpha inh: inhibitors of human GSK-3 alpha kinase; P49840; ADP-Glo luminescence, 60 min; inhibition, % at 10 µM; actives 0.1% (n = 320,000); AID 2650;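 in the data active = inhibition above about 50%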;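 also: GST-tagged GSK-3 alpha with peptide substrate and 25 µM ATP; 0% = DMSO neutral wells and 100% = GW8510 positive control wells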
Platelet DG rel: modulates dense granule release in human platelets; human platelet-rich plasma, SFLLRN dense granule ATP release, luminescence; inhibition, %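 (compounds screened at 7.5 µM in platelet-rich plasma)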; actives 0.22% (n = 300,000); AID 1663;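 active = mean replicate score, as percent of positive control, at or above 50; inconclusive = mean below 50 but at least one replicate at or above 50; inactive = mean and every replicate below 50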
HSF1 activator: increases HSF-1 driven luciferase reporter signal; activation, % at 9 µM; actives 1.7% (n = 300,000); NIH3T3-HGL HSF-1 luciferase reporter, MG132, 8 h; 100% = twice DMSO control signal;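 active = mean replicate activation of at least 50% with a set share of replicates each reaching 50%; inconclusive = only one of those two conditions met; inactive = mean below 50% and too few replicates reaching it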;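 also: 0% = median of the neutral control wells and 100% = twice that signal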
The depositor's hits bear a star; i = inactive; ? = inconclusive; · = not tested or not shown. Not all compounds are listed (hit frequency here may not be typical).

SMILES	Dyrk1A ADPGlo	PolyA inh	HSF1 inhib	HDAC3 inhib	AI-2 QS mod	HSP90 refold inh	GSK3beta inhib	GSK3 alpha inh	Platelet DG rel	HSF1 activator
Cc1cc(OCc2cc(C(=O)N(C)CCc3cnn(C)c3)no2)cc(C)c1Cl	0	i	21	3	5	-2	2	0	8	35
CC(NC(=O)c1cc(S(=O)(=O)N2CCCC2)cn1C)c1ccccc1 (stereo not drawn)	8	i	-1	·	17	3	2	-3	?	-8
CCc1ccc(CN(C)CC(O)COc2cccc3ccccc23)cc1 (stereo not drawn)	-6	i	2	6	?	2	2	-4	-8	-2
Cc1ccc(SCCC(=O)Nc2ccc(OCc3ccccc3)cc2)cc1	0	i	-4	-3	-6	4	1	-2	-7	-11
C/C=N\NC(=O)CNC(=O)CNC(=O)c1ccccc1	-1	i	-9	0	11	-2	-2	0	-2	14
O=C(CN1c2cccc3cccc(c23)S1(=O)=O)Nc1cccc(S(=O)(=O)N2CCOCC2)c1	1	i	2	-13	17	2	1	-1	-3	4
COC(=O)c1ccccc1NC(=O)CSc1nnnn1-c1ccc(C)cc1C	-4	i	-4	-1	21	-3	-1	0	8	-3
O=C(NC1CCN(C(=S)Nc2ccccc2Cl)CC1)C1CCCCC1	-2	i	-9	3	3	-1	3	4	-6	-1
C#CCOCCOCCOCCNc1nc(N2CCN(C(=O)[C@H](CCCCN)n3cc(CCCC)nn3)CC2)nc(N2CCN(C(=O)[C@H](CCCCN)n3cc(CCCC)nn3)CC2)n1	3	i	-13	0	-6	2	-6	6	-2	-1
COc1ccc(CC(NC(C)=O)C(=O)N2CCN(C(=O)Nc3ccc(Cl)cc3)CC2)cc1OC (stereo not drawn)	-18	·	·	-10	·	-1	·	-3	·	·
CCc1ccc(C(=O)NC(C(=O)O)C(C)C)cc1 (stereo not drawn)	-1	i	-4	-1	9	1	-3	-4	-5	8
O=C(CN(c1cccc(C(F)(F)F)c1)S(=O)(=O)c1ccc(Cl)c([N+](=O)[O-])c1)NCc1ccc(F)cc1	-3	i	-8	7	-8	-2	0	-1	11	3
COc1ccc2[nH]c(O)c(N=NC(=N)N)c2c1	26	i	-7	2	17	2	-6	12	9	-11
O=C(CSc1ncc(C(F)(F)F)cc1Cl)N1CCN(S(=O)(=O)c2ccccc2)CC1	-1	i	-1	6	21	-2	3	-2	6	19
CN(Cc1cc(-c2ccccc2)on1)C(=O)c1cc(COc2c(F)cccc2F)on1	-6	i	0	-7	20	-1	0	0	0	20

Among those listed so far, 2 have a CF3 group.
SMILES	Dyrk1A ADPGlo	PolyA inh	HSF1 inhib	HDAC3 inhib	AI-2 QS mod	HSP90 refold inh	GSK3beta inhib	GSK3 alpha inh	Platelet DG rel	HSF1 activator
O=C(CN(c1cccc(C(F)(F)F)c1)S(=O)(=O)c1ccc(Cl)c([N+](=O)[O-])c1)NCc1ccc(F)cc1	-3	i	-8	7	-8	-2	0	-1	11	3
O=C(CSc1ncc(C(F)(F)F)cc1Cl)N1CCN(S(=O)(=O)c2ccccc2)CC1	-1	i	-1	6	21	-2	3	-2	6	19

Remaining list, next part:
SMILES	Dyrk1A ADPGlo	PolyA inh	HSF1 inhib	HDAC3 inhib	AI-2 QS mod	HSP90 refold inh	GSK3beta inhib	GSK3 alpha inh	Platelet DG rel	HSF1 activator
CCOC(=O)c1ccc(S(=O)(=O)N2CCN(CC(=O)NC(=O)NC(C)(C)C)CC2)cc1	1	i	-6	2	16	1	-2	-1	-9	-5
CCCNC(=S)Nc1ccc(Cl)cc1C	8	i	-1	-2	12	5	0	-4	5	-5
O=[N+]([O-])c1ccc(C[n+]2cccc3c4ccccc4ccc32)cc1	-1	i	-13	-10	6	-4	0	3	13	4
CCc1ccccc1NC(=O)Nc1cccn(Cc2ccc(F)cc2)c1=O	-4	i	6	-5	27	6	-5	0	-3	26
CCOc1ccc(C(O)c2nccn2Cc2ccccc2)cc1 (stereo not drawn)	-5	i	6	0	8	4	3	-1	-2	23
Cc1n[nH]c(C)c1CCc1nc2c3ccccc3nc(SCC(=O)Nc3ccccc3F)n2n1	3	i	4	6	15	-4	3	·	4	-11
COc1ccc(N(CC(=O)NC(C)(C)C)S(=O)(=O)c2ccccc2)cc1OC	-1	i	4	-5	16	-1	4	0	-7	-6
O=C1Cc2cc(S(=O)(=O)NCc3ccccc3Cl)cc3c2N1CCC3	-4	i	0	2	5	1	0	3	-14	15
O=C(COc1ccccc1-c1ccccc1)NCc1ccco1	9	i	2	-2	-6	3	1	1	3	-2
Clc1ccc(-n2nnc(-c3cccnc3)n2)cc1Cl	-8	i	-2	-2	9	-5	-2	-2	0	13
CCCCn1c(CN2CCOCC2)nc2c1c(=O)n(C)c(=O)n2C	2	i	-1	·	27	3	-2	-1	-2	-15
Cn1cc(S(=O)(=O)Nc2ccc(OC(F)(F)F)cc2)c(=O)n(C)c1=O	-5	i	-3	?	1	2	-6	-1	-7	4
O=C1NC(=S)S/C1=C\c1cc2ccccc2nc1N1CCCCC1	·	i	-1	6	17	1	-1	1	-1	-6
O=C(NC(=S)Nc1nc(-c2ccccc2)cs1)c1ccco1	-2	i	12	-3	11	2	1	·	4	24
CCOC(=O)C[C@H]1c2cc(F)ccc2S(=O)(=O)N1C1CCCC1	·	i	-3	-3	16	·	-2	2	5	9
Cc1cc(NC(=O)CCCSc2nc(-c3ccco3)cc(C(F)(F)F)n2)n(-c2ccccc2)n1	4	i	-2	0	7	4	3	0	0	-9
NC(=O)N[C@@H](Cc1c[nH]c2ccccc12)C(=O)OCC(=O)N1CCCCC1	-3	i	-2	9	16	6	3	2	4	-3
O=[N+]([O-])c1ccccc1NCCNS(=O)(=O)c1ccc(Cl)cc1	-7	i	0	5	-10	-4	1	0	0	21
CCOC(=O)Cn1nc(NC(=O)c2ccc(C(=O)OC)cc2)cc1C	6	i	8	4	22	-1	2	0	10	19
CCN(C(=O)COC(=O)c1ccccc1NCCO)C1CCS(=O)(=O)C1 (stereo not drawn)	4	i	1	-37	12	·	-2	-1	14	-5
CC(=O)Nc1cc[n+](C(C)C(=O)c2ccc(Cl)cc2)cc1 (stereo not drawn)	-4	i	1	·	-6	-1	-2	·	-7	-8
Cc1ccc2[nH]c(=O)c(CN(Cc3ccccc3Cl)C(=O)N3CCOCC3)cc2c1	0	i	-1	-1	33	3	4	-6	0	24
Cc1ccc(S(=O)(=O)N2CC=C(c3c(C)n(C)c4ccccc34)CC2)cc1	-1	i	-5	-6	0	-4	2	7	-1	21
Cc1ccc2nc(-c3ccc(NC(=S)NC4CC(C)(C)NC(C)(C)C4)cc3)sc2c1	17	i	9	-1	33	3	-13	12	0	7
Cc1cc(NC(=O)/C=C/C(=O)N(CC(=O)NC2CCCC2)c2ccc(F)cc2)no1	-16	i	4	4	-14	0	-1	-1	2	4
CC(=O)Nc1ccc(SCC(=O)N2CCN(S(=O)(=O)c3ccccc3)CC2)cc1	-3	·	-57*	12	·	-3	·	-1	-2	-65
CCOC(=O)N1CCN(C(=O)c2ccc(SC)cc2OC)CC1	-3	i	-6	-7	14	4	2	0	-3	-2
O=C(NCCn1cc(SCc2ccccc2)c2ccccc21)c1ccccc1F	0	i	6	15	5	4	-1	0	-4	10
Cc1ccc(OCCOCCNC(C)(C)C)c([N+](=O)[O-])c1	-3	i	-1	0	15	0	-2	0	-2	-6
O=C(/C=C/c1ccc2c(c1)OCCCO2)c1ccc2ccccc2c1O	-2	i	16	1	30	-4	3	0	14	41

Single records (already shown). Order of screens: Dyrk1A ADPGlo | PolyA inh | HSF1 inhib | HDAC3 inhib | AI-2 QS mod | HSP90 refold inh | GSK3beta inhib | GSK3 alpha inh | Platelet DG rel | HSF1 activator
CCN(C(=O)COC(=O)c1ccccc1NCCO)C1CCS(=O)(=O)C1 (stereo not drawn) reads 4 | i | 1 | -37 | 12 | · | -2 | -1 | 14 | -5
Cc1cc(NC(=O)/C=C/C(=O)N(CC(=O)NC2CCCC2)c2ccc(F)cc2)no1 reads -16 | i | 4 | 4 | -14 | 0 | -1 | -1 | 2 | 4
Cc1cc(NC(=O)CCCSc2nc(-c3ccco3)cc(C(F)(F)F)n2)n(-c2ccccc2)n1 reads 4 | i | -2 | 0 | 7 | 4 | 3 | 0 | 0 | -9
NC(=O)N[C@@H](Cc1c[nH]c2ccccc12)C(=O)OCC(=O)N1CCCCC1 reads -3 | i | -2 | 9 | 16 | 6 | 3 | 2 | 4 | -3
O=C(/C=C/c1ccc2c(c1)OCCCO2)c1ccc2ccccc2c1O reads -2 | i | 16 | 1 | 30 | -4 | 3 | 0 | 14 | 41

Additional compounds follow.
SMILES	Dyrk1A ADPGlo	PolyA inh	HSF1 inhib	HDAC3 inhib	AI-2 QS mod	HSP90 refold inh	GSK3beta inhib	GSK3 alpha inh	Platelet DG rel	HSF1 activator
O=C(CC1C(=O)NCCN1Cc1ccc(Cl)c(F)c1)NC1CCC1 (stereo not drawn)	-5	i	5	6	34	-5	-2	0	3	3
COC(=O)/C=C1\S/C(=N/NC(=O)c2ccc(OC)cc2)NC1=O	-6	i	-1	4	12	1	3	-3	1	4
O=[N+]([O-])c1ccc(S(=O)(=O)Nc2ccc(-c3csc(-c4ccccc4)n3)cc2)cc1	·	·	6	10	16	2	-1	·	-2	19
CCOC(=O)C1CCN(C(=O)COC(=O)Cc2ccc(Cl)cc2)CC1	-2	i	-3	2	-12	-1	-2	-1	1	-10
CCN(C(=O)c1cccs1)c1nnc(-c2ccncc2)s1	0	i	16	1	·	0	·	1	-4	13
O=C(c1ccccc1)N1CCN(C(=O)c2cccnc2)CC1	·	i	-1	-5	6	-1	4	0	3	28
Cc1nc(S(=O)(=O)N2CCN(C3c4ccccc4-c4ccccc43)CC2)cn1C	·	i	-1	-5	29	-1	-2	0	-5	1
CSc1nc2c(c(-c3ccc(O)cc3)c1C#N)CCC2	-2	i	3	-1	-4	-1	-6	4	63*	-7
CC(C)(C)n1nnnc1C(c1cccnc1)N1CCN(c2ccccc2)CC1 (stereo not drawn)	-11	i	-1	-1	2	1	4	-1	-21	-10
N#Cc1c(N)nc2c(c1-c1cccs1)CCCC2	6	i	-4	-1	10	3	-1	-5	-2	-5
CN1/C(=C\C(=O)C(F)F)C(C)(C)c2ccccc21	10	i	-5	2	-13	-2	4	7	-2	-9
COc1nc(SC)nc(Cl)c1Cc1ccc(OC(C)C)cc1	-7	i	7	2	3	-1	0	-2	-4	12
COc1ccc(-c2n[nH]c(=S)n2-c2ccc(Br)cc2)cc1OC	2	i	4	11	6	-3	-1	7	5	7

Compound activity: PubChem BioAssay, several laboratories
